# D3 ag: activates the human D3 dopamine receptor. actives 0.58% (n = 410,000). P35462. AID 652048. max activation, %. D3R DiscoveRx beta-arrestin cells, luminescence, 90 min; in the data active = max activation above about 30%; also: 0% is about no effect; mostly tested at two doses, the higher about 12 µM
#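 Cells at 1500/well, incubated overnight, then treated with pinned compounds (dopamine as control) for 90 min at 37 degrees C. DiscoveRx reagent added for 30 - 60 minutes at room temperature; luminescence read.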
# IL-2 act: activators of IL-2 | IL-2 activation reporter assay, cell-based qHTS; stimulated with anti-CD3/CD4/CD28 beads; in transgenic mouse T cells | activation, % (series mostly up to about 46 µM) | actives 0.065% (n = 360,000) | AID 652025; in the data active = activation above about 50%; inconclusive = mostly about 30% to 49%; also: 0% is about no effect
#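 Unstimulated transgenic mouse T cells; 60-min compound exposure; bead-based TCR/CD4/CD28 stimulation; 18 h culture, 37 degrees C; dual fluorescence (EGFP, DsRed) plate cytometry.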
# GLP1R inv ag: acts as inverse agonist at human GLP-1 receptor; P43220; HEK293 GLP-1R CRE-luciferase, luminescence, 24 h; GLP-1R form is constitutively active; Potency, µM (series often up to 38.3 µM), without a hit: at the top dose activity change, negative = inhibition, usual class: inhibitors; actives 1.6% (n = 410,000); also: potency is read from the fitted curve at half-maximal effect; % is scaled to controls: 0 for no effect and ±100 for the full control effect; nearly all actives have a fitted effect of over 55% in size
# Target sequence (P43220 whole entry, looked up): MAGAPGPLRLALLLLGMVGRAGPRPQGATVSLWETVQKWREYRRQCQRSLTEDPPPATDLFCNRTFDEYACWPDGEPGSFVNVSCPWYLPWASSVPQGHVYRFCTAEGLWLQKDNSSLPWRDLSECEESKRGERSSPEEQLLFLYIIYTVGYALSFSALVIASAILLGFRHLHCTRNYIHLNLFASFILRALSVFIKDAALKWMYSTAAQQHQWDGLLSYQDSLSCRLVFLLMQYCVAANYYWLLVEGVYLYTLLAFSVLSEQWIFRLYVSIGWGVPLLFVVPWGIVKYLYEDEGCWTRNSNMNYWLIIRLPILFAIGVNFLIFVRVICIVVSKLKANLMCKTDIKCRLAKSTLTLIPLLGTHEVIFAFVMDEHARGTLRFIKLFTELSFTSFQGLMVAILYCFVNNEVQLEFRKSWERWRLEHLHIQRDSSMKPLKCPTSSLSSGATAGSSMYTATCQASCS
#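 qHTS in 1536-well format: reporter HEK293 cells expressing constitutive GLP-1R activity in DMEM + 10% Nu serum, 24 hr with compounds at 37 deg C, luminescence read after 12 min with detection reagent.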
# GLP-1R agonist: activates the human GLP-1 receptor; actives 0.007% (n = 380,000); HEK293 GLP-1R CRE-luciferase, luminescence, 4-6 h; cells express a hypersensitive GLP-1R form; AID 624172; Potency, µM (doses to about 45.6 µM), without a hit: at the top dose activation, most hits filed as activators; P43220; also: potency is read from the fitted curve at half-maximal effect; % of control where 0% means no effect
# PI5P4K alpha inh: inhibitors of human PI5P4K alpha. P48426. PI5P4Kalpha enzyme, ADP-Glo luminescence, 60 min; hits give low values. max response, %. actives 1.2% (n = 330,000); active = max response of -50% or lower; inconclusive = between -30% and -50%; inactive = -30% or higher; also: value at the top dose of about 77 µM; % is scaled to controls: 0 for no effect and ±100 for the full control effect
# Target sequence (P48426 whole entry, looked up): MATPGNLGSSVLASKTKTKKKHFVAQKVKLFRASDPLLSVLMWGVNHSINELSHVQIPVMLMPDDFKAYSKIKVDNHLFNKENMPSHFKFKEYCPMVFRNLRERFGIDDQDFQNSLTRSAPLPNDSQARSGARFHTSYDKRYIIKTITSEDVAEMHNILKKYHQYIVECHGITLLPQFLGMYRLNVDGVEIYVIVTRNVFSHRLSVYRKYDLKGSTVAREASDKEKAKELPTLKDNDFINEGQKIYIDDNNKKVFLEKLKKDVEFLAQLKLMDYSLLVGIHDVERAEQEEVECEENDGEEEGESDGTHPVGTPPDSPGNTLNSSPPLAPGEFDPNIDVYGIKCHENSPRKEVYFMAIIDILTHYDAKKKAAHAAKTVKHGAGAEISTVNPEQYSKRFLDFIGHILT
#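 Reactions run in 0.038 M HEPES pH 7.4, 0.28 mM EGTA, 0.1% CHAPS and 5% DMSO, with PI5P4Kalpha, substrate, compound and 5 microM ATP final, one hour at room temperature. Readout is ADP-Glo luminescence.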
# HEK293 tox: cytotoxic in the GLP-1 receptor inverse agonist counter-screen; Potency, µM (titrated, usually from 38.3 µM), for inactives: at the highest dose activity change, negative = inhibition, hits mostly inhibitors; actives 0.13% (n = 410,000); HEK293 cAMP-luciferase reporter cells, luminescence, 24 h;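 also: loss of luciferase light is scored as toxicity; potency is read from the fitted curve at half-maximal effect; % is scaled to controls: 0 for no effect and ±100 for the full control effect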
#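 To flag toxic compounds, the library was rerun on cells for 24 hr at 37 deg C and 5% CO2. Viability-linked luminescence was captured 12 min after adding luciferase detection reagent.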
# PLK1 PBD block: inhibitors of human PLK1 polo-box domain binding | P53350 | Plk1 PBD binding of FITC phosphopeptide, fluorescence polarization | Potency, µM, for the others: max response, negative = inhibition, actives largely listed as inhibitors | actives 2.8% (n = 360,000) | AID 720504; also: potency is read from the fitted curve at half-maximal effect; series mostly up to about 57 µM; % is scaled to controls: 0 for no effect and ±100 for the full control effect; nearly all actives have a fitted effect of over 65% in size
# DRD3 antagonist: antagonists of human D3 dopamine receptor; D3R cells, DiscoveRx beta-arrestin luminescence, antagonist mode; hits give low values; max response, negative = inhibition, %; actives 2.5% (n = 360,000); in the data active = max response below about -50%; inconclusive = no clear call, values can overlap the other calls; also: % is scaled to controls: 0 for no effect and ±100 for the full control effect; mostly tested at two doses, the higher about 12 µM
#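 Cells expressing the human receptor were seeded at 1500 cells/well, incubated overnight at 37 degrees C in 5% CO2, then exposed to library compounds with dopamine controls for 90 minutes at 37 degrees C before luminescent detection.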
# WRN inhibitor: blocks human WRN helicase. Q14191. WRN helicase unwinding, fluorescent forked duplex, kinetic. Potency, µM (top dose mostly 114 µM), without a hit: at the highest dose activity change, negative = inhibition, hits mostly inhibitors. actives 0.46% (n = 360,000). AID 651768; also: potency is read from the fitted curve at half-maximal effect; % is scaled to controls: 0 for no effect and ±100 for the full control effect; nearly all actives have a fitted effect of over 55% in size
#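 Kinetic fluorescence helicase assay: unwinding of a quenched forked DNA duplex (100 nM final) with 2 mM ATP final raises red fluorescence (525/598 nm). Compounds sat 15 min at room temperature with 20 nM WRN beforehand.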
# Starred values were filed as active, the others as inactive; u = inconclusive; x = not tested or not shown; & = joins results of further samples; [ ] = dose if it differs, or a comment. Unless noted, calls follow the shape of the dose curve; as a rule, active = well fitted curve in the direction sought with a large enough effect; inconclusive = small, poorly fitted or top-dose-only effect, or another doubt; inactive = no such curve, though single readings can be large; an effect the other way counts as inactive or inconclusive.
structure,D3 ag,IL-2 act,GLP1R inv ag,GLP-1R agonist,PI5P4K alpha inh,HEK293 tox,PLK1 PBD block,DRD3 antagonist,WRN inhibitor
CCCn1nc(C(=O)N2CC(=O)Nc3ccccc32)c2ccccc2c1=O,3,0.4,0%,20%,x,u,1%,-11,-9%
Cc1cc(C)cc(OCc2nnc(SCC(=O)OC3CCCCC3)o2)c1,2,-0.3,4%,4%,17,-9%,-6%,-3,8%
CC(C)C(NC(=O)c1ccccc1)C(=O)N1CCN(C/C=C/c2ccccc2)CC1 (configuration not stated),-8,1.0,u,-1%,0,0%,3%,u,-1%
O=C(OCC(=O)N1CCc2ccccc2C1)c1ccc(F)cc1Cl,-4,-0.4,u,20%,4,-2%,-5%,-15,-17%
CC1CCC2C(=O)N(c3ccc(C(=O)Oc4cccc5cccnc45)cc3)C(=O)C2C1 (configuration not stated),-30,-0.3,u,-1%,-7,u,0%,-68*,-13%
CCc1nc2c(OCC(N)=O)cccn2c1N(C)C(=O)c1cccs1,7,0.5,17%,9%,1,0%,-1%,-9,6%
COC(=O)Cc1ccc(N(Cc2ccccc2F)S(=O)(=O)c2ccc(Cl)cc2)cc1,-7,-1.7,u,10%,4,34%[activator],-3%,-56*,1%
O=C(CCC(=O)c1ccc(Oc2ccccc2)cc1)Nc1cccc(Cl)c1,0,-3.6,u,0%,3,1%,-7%,-4,-8%
Nc1nc(N)nc(-c2ccc(Oc3ccccc3)cc2)n1,-2,-1.7,26%,20%,x,-28%,-3%,-2,-6%
Cc1cc(S(=O)(=O)N2CCCOC2CNC(=O)C(=O)NCc2cccs2)ccc1F (configuration not stated),7,-2.2,u,-1%,-8,-26%,4%,9,-10%
CCOc1ccc(-n2c(SCc3nc(-c4cccs4)no3)nnc2-c2ccncc2)cc1,2,-0.2,-16%,1%,x,-19%,1%,-12,-5%
Cc1onc(-c2ccccc2)c1C(=O)Nc1nnc(C(C)C)s1,6,0.5,u,5%,-5,-15%,-13%,-1,9%
COc1ccc2[nH]cc(CCNC(=S)NC3CCCC3)c2c1,1,-1.0,-23%,8%,0,-10%,-14%,6,2%
CCCC(=O)c1ccc(N2CCCCC2)c(F)c1,3,-1.9,20%,14%,1,-3%,-5%,6,-3%
Cc1ccc(OCc2cn3cccnc3n2)cc1,8,-2.4,0%,2%,-5,-8%,2%,18,-2%
O=C(CCn1c(=O)oc2ccccc21)NCCN1CCc2ccccc2C1,-4,0.9,0%,1%,x,-6%,-3%,u,7%
Cc1ccc(NC2CCCN(C(=O)CCn3nccc3C)C2)cc1C (configuration not stated),2,-3.3,-17%,2%,7,7%,-2%,-1,-16%
Clc1ccc(C#Cc2cccnc2)cc1,-12,0.3,17%,5%,5,-6%,-5%,12,6%
O=C(COc1ccccc1CNC[C@H]1O[C@@H](n2ccc(=O)[nH]c2=O)[C@H](O)[C@@H]1O)N1CCCCC1,11,0.2,35%[activator],-3%,5,7%,3%,16,-13%
CCOc1ccc(Br)cc1C(=O)N/N=C/c1cccnc1,3,0.6,8%,6%,3,-18%,1%,14,0%
S=C1NCCc2ccc(Cl)cc2C1c1ccccc1Cl (configuration not stated),-2,-0.9,u,-2%,24,u,-3%,-71*,-12%
CCc1n[nH]c(=S)n1/N=C/C(C)=C\c1ccccc1,7,0.9,7%,8%,4,-12%,-8%,9,7%
Cc1ccc(S(=O)(=O)NC(C)(C)CSc2nnc(Nc3ccccc3)s2)cc1,1,-1.2,u,6%,4,-12%,-1%,4,-9%
CCc1c(O)nc(SCC(=O)Nc2nc3ccccc3s2)n(C2CCCCC2)c1=O,2,0.4,u,-5%,-8,-2%,-16%,10,-20%
CCSc1nnc(C)n1-c1ccc(C(=O)O)cc1,-1,0.3,6%,0%,5,-5%,-12%,-56*,1%
COc1cc(/C=C2\C(=N)N3N=C(S(C)(=O)=O)SC3=NC2=O)cc(OC)c1OCCOc1cccc(C)c1,9,1.0,-16%,3%,u,-3%,30µM*,0,-33%
CC(C#N)(NC(=O)CN1CCN(S(=O)(=O)c2cc(C(F)(F)F)ccc2Cl)CC1)C1CC1 (configuration not stated),1,-5.5,8%,5%,14,-1%,-6%,-5,3%
COc1cc2nc(CN3CCN(S(=O)(=O)c4ccccc4C(F)(F)F)CC3)[nH]c(=O)c2cc1OC,-6,-0.9,-29%,22%,-11,-9%,-11%,-13,-16%
O=C(CSc1nnc(NC(=O)C2CC2)s1)NCc1ccccc1,-5,0.7,-10%,5%,-8,13%,-7%,-15,u
CC(C)(C)C1CCc2onc(C(=O)NC3CCCC3)c2C1 (configuration not stated),7,-1.4,u,11%,x,3%,-2%,28,-6%
COc1ccc(C2N(C(=O)C(F)(F)F)C(C)CN2S(=O)(=O)c2ccc(C)cc2)cc1 (configuration not stated),2,-0.2,-1%,0%,-1,2%,4%,8,-8%
O=C(NCC1CCOCC1)c1ccc2nc(Cc3cccc(Cl)c3)oc2c1,-9,-0.7,8%,-6%,-2,-5%,-3%,2,3%
CCc1nc2cc(NC(=O)C3(C)CCCN(C(C)=O)C3)ccc2o1 (configuration not stated),-13,-0.3,21%,-6%,2,4%,-11%,-9,6%[57.1 µM]
CCOC(=O)Cn1nc(-c2ccccc2)c2ccccc2c1=O,0,-0.3,11%,-7%,x,-5%,3%,19,-2%
CC1Oc2ccccc2N(CC(=O)NCc2ccccc2)C1=O (configuration not stated),6,-0.6,2%,-4%,-2,2%,-8%,-6,-5%
Cc1ccc(CNC(=O)Nc2ccc(F)cc2)n1C,-5,-2.5,14%,-1%,-11,0%,-19%,-13,-10%
O=C(Nc1ccccc1C(=O)NC(Cc1ccccc1)C(=O)O)c1ccccc1 (configuration not stated),-6,1.9,7%,6%,-9,-6%,-20%,-11,6%
C#CCOCCOCCOCCNc1nc(N2CCN(C(=O)[C@H](C(C)C)n3cc(CCO)nn3)CC2)nc(N2CCN(C(=O)[C@H]([C@@H](C)CC)n3cc(CCC(=O)O)nn3)CC2)n1,-21,0.3,29%,9%,3,12%,-10%,0,-6%
COc1ccc(C2N(c3cc(Cl)ccc3OC)C(=O)C3CCCN32)cc1OC (configuration not stated),-8,-3.7,7%,-4%,-8,-8%,2%,u,9%
Cn1c(=O)c2ccccc2n(Cc2cccc(F)c2)c1=O,7,-2.8,-7%,7%,0,1%,-22%,-6,1%
O=C(/C=C/c1cccc(Cl)c1)NCCN1CCOCC1,-3,2.2,2%,-3%,-3,-14%,-4%,-17,2%
Cc1cc(C)cc(OCCCn2ccnc2)c1,-5,-0.2,-8%,7%,0,1%,-10%,-15,4%
COc1ccc(NS(=O)(=O)c2ccc(OC)c3ccccc23)cn1,0,-1.6,-1%,1%,-4,8%,u,-16,-9%
COc1cccc(NC(=O)C2CCCN(S(=O)(=O)c3cccc4nonc34)C2)c1 (configuration not stated),-2&-7,2.5,-24%&9%,14%&0%,0,14%&2%,-14%,1,13%
COc1ccccc1/C=C1\SC(=S)N(CCC(=O)NCCCN2CCOCC2)C1=O,-9,-3.0,-13%,-3%,13,u,-28%,17,-7%
Cc1cccc(NC(=O)COC(=O)c2nn(C)c(=O)c3ccccc23)c1C,-2,2.7,-8%,0%,6,12%,-2%,-15,-7%
C/C(=N\NC(=O)c1ccccc1C)c1ccc(NC(=O)c2cccs2)cc1,0,-3.2,u,-8%,2,-75%,-8%,9,-3%
c1ccc(CNCC2COc3ccccc3O2)cc1 (configuration not stated),19,-1.8,1%,1%,-9,13%,-11%,0,2%
COc1cccc(Cn2c(=O)n(Cc3ccccc3)c(=O)c3c2c2cc(OC)ccc2n3C)c1,7,x,8%,0%,x,-3%,x,x,x
O=C(CSc1nnc(COc2ccc(Cl)cc2)o1)N1CCCCC1,-2,-0.9,u,8%,-7,-11%,0%,0,0%
O=C(CN1C(=O)NC2(CCOc3ccccc32)C1=O)c1ccc(Cl)cc1 (configuration not stated),1,2.3,u,5%,-2,4%,5%,-7,-2%
Cc1ccc(-c2ccc(C(=O)O)o2)cc1Cl,8,1.2,6%,1%,0,-19%,-3%,0,-13%
CSc1ccc(N=Nc2c(C)[nH]n(C)c2=O)cc1,6,-1.2,5%,15%,-2,0%,-7%,-14,-4%
CCCCNC(=O)C1c2cc(OC)c(OC)cc2C(=O)N(C)C1c1cccs1 (configuration not stated),4,-0.6,8%,1%,3,-7%,-4%,24,-4%[57.1 µM]
C=CCNC(=O)c1c(O)c2cccc3c2n(c1=O)CCC3,-4,-0.5,u,-7%,-28,6%,-8%,-12,-5%
CSc1ccccc1OCc1cc(C(=O)NCCCc2ccccc2)no1,-9,0.0,-19%,-2%,-6,-9%,-2%,-24,-26%

# Remaining list, next part.
structure,D3 ag,IL-2 act,GLP1R inv ag,GLP-1R agonist,PI5P4K alpha inh,HEK293 tox,PLK1 PBD block,DRD3 antagonist,WRN inhibitor
CCSc1nc2sc3c(c2c(=O)n1-c1ccc(C)cc1)CCN(C)C3,20,-1.2,-37%,-2%,-2,23%,u,0,-6%[57.1 µM]
CC(=O)Nc1ccc(NC(=O)CCCn2cnc3ccccc3c2=O)cc1,0,-1.4,2%,2%,-1,-14%,-16%,-12,-2%[57.1 µM]
Cc1c(CCC(=O)O)c(=O)oc2cc(OCc3ccccc3F)ccc12,9,-0.1,7%,4%,-1,4%,-6%,-26,-23%
CCCCNC(=O)CSc1nnc(-c2ccc(S(=O)(=O)N3CCCC3)cc2)n1C,1,-1.5,1%,-7%,x,2%,-4%,-18,-5%
COc1ccc(N2CCN(C(=O)CN3c4cccc5cccc(c45)S3(=O)=O)CC2)cc1,3,-0.1,6%,1%,-10,2%,5%,8,0%
O=C(NCCC1=CCCCC1)C1CCN(Cc2cnn(-c3ccccc3)c2-n2cccc2)CC1,-14,-0.3,4.5µM*,-7%,-2,u,1%,-4,4%
